Screening results: PubChem, several laboratories
TNFa cytotox: toxic to HUVEC cells under TNF alpha stimulation. HUVEC TNFalpha-stimulated, Hoechst cell count, imaging. cell count reduction, % at 2 µM. 93,000 compounds, 0.17% hits. AID 848;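 active = cell count reduction exceeding the screen mean by over 5 SD, scaled to untreated wells per plate, cut at about 78% in these data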;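 also: cells counted after 24 h of TNF alpha exposure following the 1 h pretreatment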
VCAM1 TNFa inh: reduces TNF alpha induced VCAM1 expression in HUVEC; HUVEC TNFa-induced VCAM-1 immunofluorescence, high-content imaging; inhibition, % at 2 µM; 95,000 compounds, 0.48% hits; AID 802;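 active = inhibition above the batch mean plus 3 SD, with images confirmed as a hit by eye, cut at about 37% in these data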;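 also: 0% = TNF-stimulated DMSO wells and 100% = unstimulated control wells; not every result past the cut was called active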
ERa SRC1 inh: ER-alpha (human) coactivator binding inhibition | P03372 | TR-FRET ER-alpha LBD / SRC-1 peptide, estradiol-bound | inhibition, % at 25.6 µM | 86,000 compounds, 1.7% hits | AID 629; in the data active = inhibition above about 50%;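 also: 0% = receptor plus peptide control and 100% = peptide only without receptor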
PTK2B oligo ant: Pyk2 (human) oligomerization antagonism | Q293 cells, Pyk2 FERM NanoBiT luminescence; hits give low values | z-score (the deposit names both 25 µM and 10 µM) | 99,000 compounds, 0.83% hits | AID 1347419;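 active = Z-score of -3 or lower, scaled per plate to the spread of control and sample wells; inactive = z-score above -3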;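 also: negative z-score means lost luminescence so less FERM oligomerization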
F-actin modifier: cytoskeleton assembly modification; inhibition, % at 2 µM; AID 836; HUVEC TNFa F-actin phalloidin imaging, high content; 91,000 compounds, 0.18% hits;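 active = inhibition above the batch mean plus 3 SD and confirmed as a hit by visual image inspection, cut at about 30% in these data, passing the limit was not always enough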; also: strong numbers were not always called active
IL1B cytotox: toxic to HUVEC cells under IL-1B stimulation; HUVEC cell count loss, Hoechst imaging, IL-1B stimulated; AID 845; cell count reduction, % at 2 µM; 94,000 compounds, 0.41% hits;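 active = cell count reduction more than 3 SD above the screen-wide mean, cut at about 70% in these data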;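 also: normalized per plate to untreated control cells as the no-loss baseline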
LYP act: increases human PTPN22 phosphatase activity | 96,000 compounds, 0.11% hits | Q9Y2R2 | recombinant LYP, DiFMUP fluorescence; 0 = plate median, 100 = signal doubled | activation, % at 2 µM | AID 697;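 active = activation at 2 µM above a set limit, the mean plus 5 SD, cut at about 37% in these data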
FAK inh: inhibitors of human focal adhesion kinase. inhibition, %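 (tested at 7 µM)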. Q05397. biochemical FAK kinase activity assay. 97,000 compounds, 0.84% hits. AID 727; in the data active = inhibition above about 19%;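 also: 0% = DMSO and 100% = reference compound high control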
PTPN22 inh 2: blocks human PTPN22 phosphatase activity | recombinant LYP catalytic domain, DiFMUP fluorescence | 96,000 compounds, 0.21% hits | inhibition, % at 2 µM | AID 640;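 active = inhibition at 2 µM at or above a set limit, the screen mean plus 3 SD, cut at about 24% in these data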;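 also: 0% = DMSO with enzyme and 100% = enzyme fully blocked by orthovanadate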
Numbers without * were called inactive; x = no result given; [ ] = another dose, or the depositor's remark.

canonical_smiles	IL1B cytotox	TNFa cytotox	FAK inh	ERa SRC1 inh	VCAM1 TNFa inh	F-actin modifier	LYP act	PTPN22 inh 2	PTK2B oligo ant
COc1ccc(NC(=O)NC23CC4CC(CC(C4)C2)C3)cc1OC	-55	-1	1	x	22	-31	7	-2	-0.41
Cc1cccc(N(C(=O)CNC(=O)c2ccco2)C(C(=O)NC2CCCC2)c2ccncc2)c1 (configuration not stated)	7	-15	-2	-11	1	-8	8	-7	-0.28
CC(=O)Nc1cccc(NC(=O)c2cc(-c3cccnc3)nc3ccc(Br)cc23)c1	-6	-23	7	x	5	4	1	-1	-2.2
Nc1nc(Nc2cccc(C(F)(F)F)c2)nc(C(F)(F)F)n1	-27	-25	-5	10	16	-13	4	-7	-1.2
Cc1cc(C)c(C#N)c(N2CCN(CCOc3ccc(Cl)cc3)CC2)n1	20	9	4	1	-1	-14	-4	3	-1.6
Fc1cccc(NC(=S)N2CCCCC2)c1	-18	3	-2	x	14	11	-1	4	-0.15
CCn1ccnc1C(O)c1cccc(OC)c1OC (configuration not stated)	-1	-9	3	-3	-8	-5	4	-6	x
Cc1c(C(=O)O)c2cc(O)ccc2n1-c1ccccc1	-8	-24	3	8	1	10	10	-13	0.56
COc1ccc(N2CCN(C3CC(=O)N(C)C3=O)CC2)cc1 (configuration not stated)	8	14	-2	-3[fluorescence artefact?]	23	8	10	-12	0.08
O=C1CCN(C(=O)Nc2cccc(Cl)c2)N1	10	4	-5	x	10	10	-2	5	1.2
CN(C)CCNc1c2c(c(C#N)c3nc4ccccc4n13)CCCC2	15	-34	-8	4	10	-8	1	-1	0.45
N#Cc1c(SCC(N)=O)nc2c(c1-c1ccc(OCc3ccccc3)cc1)CCCC2	86*	-36	6	-13[fluorescence artefact?]	-27	-15	-3	3	x

Overlap with the part before: two entries; new compounds follow.
canonical_smiles	IL1B cytotox	TNFa cytotox	FAK inh	ERa SRC1 inh	VCAM1 TNFa inh	F-actin modifier	LYP act	PTPN22 inh 2	PTK2B oligo ant
CN(C)CCNc1c2c(c(C#N)c3nc4ccccc4n13)CCCC2	15	-34	-8	4	10	-8	1	-1	0.45
N#Cc1c(SCC(N)=O)nc2c(c1-c1ccc(OCc3ccccc3)cc1)CCCC2	86*	-36	6	-13[fluorescence artefact?]	-27	-15	-3	3	x
Cn1c(CCNC(=O)C(C)(C)C)nc2ccccc21	-31	-12	0	-8	-2	-3	4	-7	-0.16
CC(=O)Nc1ccc(S(=O)(=O)N(C)c2ccc(O)cc2)cc1	13	-3	-1	9	-18	12	-6	5	-0.77
CCCOC(=O)c1ccc(Oc2c(-c3ccc(OCC)cc3O)n[nH]c2C)cc1	-4	3	-7	3	15	-11	4	-7	-2
O=C(COc1ccccc1)NCc1cccs1	0	7	-1	-1	2	26	4	0	-0.85
Cn1c(C(=O)N2CCCC(C(=O)O)C2)cc2sccc21 (configuration not stated)	47	-1	3	2[fluorescence artefact?]	4	-12	-1	0	-0.5
CCCc1cc(=O)n2[nH]c(NCc3c(F)cccc3Cl)nc2n1	6	27	5	-2	-5	3	-5	8	-0.19
O=C(Nc1cccc(O)c1)c1cc(S(=O)(=O)N2CCCC2)ccc1Cl	5	-21	0	8[fluorescence artefact?]	1	-10	8	-10	1.3
CCN(CC)CC(C)OC(=O)COc1ccc(OC)cc1 (configuration not stated)	24	-5	-1	-16	-37	-1	-2	4	0.35
COc1cc(OC)cc(C(=O)N[C@H](C(=O)NC23CC4CC(CC(C4)C2)C3)C(C)C)c1	-12	-11	2	x	-30	-11	-7	3	-0.19
COc1cccc(-c2nnc(SCc3nc4ccccc4[nH]3)n2N)c1	-26	-8	1	-22	-34	-3	-1	-3	x
O=C(NC1CCCCC1)N1CCN(Cc2nc3ccccc3c(=O)[nH]2)CC1	-12	-9	-4	x	15	3	-2	-2	0.13
O=C(NC(=O)c1cccc(Cl)c1)OC[C@@H]1CCCN2CCCCC12 (some centres not stated)	7	-24	1	2[fluorescence artefact?]	11	2	2	-5	x
CCN(CC)c1ccc(-n2c(C)cc(C=O)c2C)cc1	9	-17	3	8	4	x	1	1	-1.5
Cc1ccc(CNC(=O)C2CC(=O)N(C3CCCCCCC3)C2)cc1 (configuration not stated)	-26	-53	1	9	-38	-3	3	-5	0.41
Cc1cc(C)n(-c2nc3ccccc3nc2N2CCN(C(=O)c3ccc(F)cc3)CC2)n1	-18	-4	0	4	6	12	-6	5	-0.16
COc1ccc(Br)cc1S(=O)(=O)N(CC(=O)N1CCOCC1)c1ccccc1	7	-72	4	x	-52	7	9	-11	0.93
O=C(CN1CCCN(Cc2ccc(F)cc2Cl)C1=O)NC1CCCCCCC1	-16	-20	-3	7	21	13	2	0	-0.5
O=C(O)CSc1ncn[nH]1	-7	-8	0	-7	10	-3	2	-2	0.47

In the list so far, these have a halogen:
canonical_smiles	IL1B cytotox	TNFa cytotox	FAK inh	ERa SRC1 inh	VCAM1 TNFa inh	F-actin modifier	LYP act	PTPN22 inh 2	PTK2B oligo ant
CC(=O)Nc1cccc(NC(=O)c2cc(-c3cccnc3)nc3ccc(Br)cc23)c1	-6	-23	7	x	5	4	1	-1	-2.2
Nc1nc(Nc2cccc(C(F)(F)F)c2)nc(C(F)(F)F)n1	-27	-25	-5	10	16	-13	4	-7	-1.2
Cc1cc(C)c(C#N)c(N2CCN(CCOc3ccc(Cl)cc3)CC2)n1	20	9	4	1	-1	-14	-4	3	-1.6
Fc1cccc(NC(=S)N2CCCCC2)c1	-18	3	-2	x	14	11	-1	4	-0.15
O=C1CCN(C(=O)Nc2cccc(Cl)c2)N1	10	4	-5	x	10	10	-2	5	1.2
CCCc1cc(=O)n2[nH]c(NCc3c(F)cccc3Cl)nc2n1	6	27	5	-2	-5	3	-5	8	-0.19
O=C(Nc1cccc(O)c1)c1cc(S(=O)(=O)N2CCCC2)ccc1Cl	5	-21	0	8[fluorescence artefact?]	1	-10	8	-10	1.3
O=C(NC(=O)c1cccc(Cl)c1)OC[C@@H]1CCCN2CCCCC12 (some centres not stated)	7	-24	1	2[fluorescence artefact?]	11	2	2	-5	x
Cc1cc(C)n(-c2nc3ccccc3nc2N2CCN(C(=O)c3ccc(F)cc3)CC2)n1	-18	-4	0	4	6	12	-6	5	-0.16
COc1ccc(Br)cc1S(=O)(=O)N(CC(=O)N1CCOCC1)c1ccccc1	7	-72	4	x	-52	7	9	-11	0.93
O=C(CN1CCCN(Cc2ccc(F)cc2Cl)C1=O)NC1CCCCCCC1	-16	-20	-3	7	21	13	2	0	-0.5
